Bioassay records deposited in PubChem by several laboratories.
WT yeast gro inh: growth inhibition of WT yeast, mitochondrial fusion screen | mitochondrial fusion phenotypic screen, WT strain | actives 2.1% (n = 190,000) | inhibition, % at 10 µM; in the data active = inhibition above about 58%; tested in S. cerevisiae
Hep lipid drop: hepatic lipid droplet formation modulation; AML12 mouse hepatocytes, oleate lipid droplets, BODIPY imaging; AID 1656; inhibition, % at 6.5 µM; actives 0.4% (n = 240,000);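 active = lipid droplet intensity inhibited by at least 50%, with more than 500 cells counted; inconclusive = wells with under 300 cells, treated as cytotoxic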
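Technique: fluorescence imaging, 20x objective, two fields per well / Assay system: AML12 hepatocytes (mouse) / Measure: % inhibition of lipid droplet signal / Doses: 6.5 µM single-point dosing / Incubation: overnight exposure / Reagent: 100 µM oleic acid challenge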
Myeloid diff 2: promotes myeloid progenitor differentiation; ER-HoxA9 myeloid progenitors, lysozyme-GFP differentiation, flow cytometry; calls only at 10 µM; actives 1% (n = 360,000);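 active = normalized GFP-positive differentiation at or above the plate's own cutoff, the solvent-only control mean plus 3 SD; inconclusive = no clear call, values can overlap the other calls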;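 also: cells exposed to compound for four days before flow analysis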
PMI inhibitors: inhibitors of human PMI, primary screen, biochemical, fluorescence intensity, coupled assay (AID 1209). purified PMI enzyme, coupled fluorescence intensity; higher % means a stronger effect. inhibition, % at 20 µM, or IC50 in µM where a hit was titrated. actives 0.42% (n = 190,000);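 also: plate controls were DMSO vehicle for no effect and wells lacking substrate for full effect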
ER stress rescue: protection against thapsigargin-triggered cell killing – 384-well, CSM14.1, ATP luminescence, primary screen (AID 1222) | CSM14.1 thapsigargin-induced death rescue, ATP luminescence; higher % means a stronger effect | cellular ATP content (survival), % at 20 µM; hits with a dose series show EC50 in µM | 190,000 tested, under 10 active;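 active = EC50 below 50 µM in the dose-response confirmation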;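 also: death triggered by thapsigargin at about 15 µM added after 2 h compound pretreatment; cell ATP read after overnight thapsigargin exposure of roughly 18 to 22 hours; normalized against plate controls of thapsigargin alone and 5% DMSO vehicle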
human PMI inhibitors: MPI inhibition at elevated mannose 6-phosphate – biochemical, fluorescence intensity, high mannose 6-phosphate, primary screen (AID 1220). recombinant PMI enzyme, coupled fluorescence intensity; higher % means a stronger effect. inhibition, % at 20 µM; hits with a dose series show IC50 in µM. actives 0.66% (n = 190,000)
UTI89 phage lysis: protection from phage-mediated lysis, alamar blue read-out – E. coli UTI89, K1F phage, bacterial capsule biogenesis inhibitors (AID 488966); E. coli UTI89 K1F phage lysis, alamar blue, 2 h; higher % means a stronger effect; actives 0.02% (n = 340,000); one-dose inhibition, % at 100 µM; IC50 in µM for titrated hits;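 active = phage lysis inhibition, versus mean bacterial control, above a set limit; inconclusive = no clear call, values can overlap the other calls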;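 also: capsule biogenesis inhibitors block K1F phage lysis so surviving cells raise fluorescence; higher fluorescence means more inhibition of phage lysis; actives were called in the ten point dose series up to 300 µM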
M1AAP inhibition: P. falciparum M1AAP inhibitors, biochemical, fluorogenic H-Leu-NHMec substrate, 1536-well (AID 1445); actives 0.42% (n = 220,000); recombinant M1AAP, H-Leu-NHMec fluorogenic kinetic assay; higher % means a stronger effect; inhibition, % at 30 µM, or IC50 in µM where a hit was titrated;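 active = primary inhibition above the hit cutoff, then over 50% inhibition at one or more dose response concentrations, cut at about 23% in these data, passing the limit was not always enough; inconclusive = conflicting primary data, or primary hits not chosen for dose response; inactive = low primary inhibition, or under 50% at every dose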;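 also: plate controls were DMSO full reaction for no effect and no enzyme background for full effect; strong numbers were not always called active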
TNAP activators: stimulation of alkaline phosphatase TNAP activity – biochemical, luminescent, no phosphate acceptor, uHTS, primary screen (AID 1001); purified TNAP, luminescent activation assay, no phosphate acceptor; higher activation fold means a stronger effect; one-dose activation fold at 20 µM; EC50 in µM for titrated hits; actives 0.03% (n = 200,000); in the data active = activation fold from about 3, or a potency from the dose series; inactive = the rest, 99 in 100 with activation fold below about 1.6; also: many of its hits are not listed in these tables
WT yeast gro inh mutant strain: second read-out of WT yeast gro inh, no call of its own (marks repeat the call); inhibition, %; mitochondrial fusion phenotypic screen, mutant strain inhibition
Hep lipid drop cells 6.5 µM: further read-out of Hep lipid drop, marked with its call; cell count; measured here: cell count, cytotoxicity flag;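 cells counted across two imaged fields per well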
Myeloid diff 2 GFP+ MAC1+ %: recorded beside Myeloid diff 2, whose call it bears; GFP+ MAC1+ double positive, %; measured here: differentiation confirmed by MAC1 staining
* = called active by the depositor; i = inactive; ? = inconclusive; nt = no result given; [ ] = another dose, or the depositor's remark. Rule as the data show it, unless noted: active = inhibition above about 50%; inactive = the rest. An unsorted share of the library; about 4.6% have a hit in one of these screens.

SMILES | WT yeast gro inh | WT yeast gro inh mutant strain | Hep lipid drop | Hep lipid drop cells 6.5 µM | Myeloid diff 2 | Myeloid diff 2 GFP+ MAC1+ % | PMI inhibitors | ER stress rescue | human PMI inhibitors | UTI89 phage lysis | M1AAP inhibition | TNAP activators
Cc1cccnc1NC(=O)c1cc2c(=O)oc3ccccc3c2s1 | 11 | -3 | 10 | 648 | i | 2.3 | 9% | -1.3% | -3% | 0.8%[50 µM] | 2% | 1.1
O=C1[C@@H]2C(Cc3ccc(O)cc3)NC3(C(=O)Nc4ccc(F)cc43)[C@@H]2C(=O)N1c1ccccc1 (stereo partly specified) | 53 | 12 | nt | nt | i | 1.7 | -15% | 0.0% | -6% | 1.4% | 0% | 1
COc1ccc(CN(C(=O)c2ccco2)c2ccccc2)cc1 | 21 | -9 | -12 | 745 | nt | nt | 8% | -0.6% | 18% | 2.0% | -2% | 1
O=C(NCc1cccnc1)c1cc2nc(-c3cccs3)cc(C(F)(F)Cl)n2n1 | 1 | -3 | 9 | 646 | i | 0.2 | -42% | 0.4% | -48% | -0.3% | 7% | 1
O=C1Nc2cc(C(=O)N3CCN(Cc4ccccc4)CC3)ccc2SC1N1CCOCC1 (stereo unspecified) | 24 | 9 | nt | nt | i | 0.7 | 11% | -2.0% | 15% | 0.4% | 5% | 1.1
COc1ccc2oc(=Nc3cccc(F)c3)c(C(N)=O)cc2c1 | -3 | -7 | 13 | 628 | i | 1.5 | 5% | -0.6% | 7% | 4.8% | -2% | 1
CC(c1nc2ccccc2c(=O)[nH]1)N(C)c1ccc2ccccc2c1 (stereo unspecified) | -1 | -3 | 17 | 611 | i | 0.3 | 10% | 0.0% | 38% | 0.3% | 6% | 1.1
NC(=O)C[C@@H]1N[C@]2(C(=O)Nc3ccccc32)[C@@H]2C(=O)N(C3CCCCC3)C(=O)[C@H]12 | 3 | 0 | nt | nt | i | 2.6 | -8% | -2.7% | -6% | 0.2% | 3% | 1.1
O=C(CSc1nn(-c2ccccc2)c(=S)s1)Nn1cnnc1 | 6 | 5 | nt | nt | i | 1.0 | -7% | nt | 1% | 2.7% | 1% | 0.9
Nc1nnc(SCC(=O)OCc2ccc(F)cc2)s1 | -12 | -3 | 28 | 687 | i | 0.8 | 6% | -0.5% | 0% | 2.4% | 12% | 1.1
COc1ccccc1N1CCN(/N=C/c2ccc(O)c(O)c2)CC1 | 4 | -13 | 4 | 563 | nt | nt | nt | 8.1% | 41% | nt | 1% | 0.5
Cc1nnc(N)s1 | nt | nt | 8 | 725 | i | 0.5 | nt | nt | nt | 0.1% | 0% | nt
O=C(CCCn1c(=O)[nH]c2ccccc2c1=O)N1CCN(c2ccccn2)CC1 | 1 | 0 | -2 | 678 | i | 2.1 | 0% | -1.1% | 3% | -1.5% | -2% | 1.1
CCc1nc2ccccc2c(C(=O)Oc2ccc(C(=O)OC)cc2)c1C | 10 | 8 | -18 | 729 | i | 0.6 | 3% | 15% | -11% | 0.3% | 0% | 1.2
Cn1c(=O)c2c(nc(N/N=C/c3ccncc3)n2Cc2ccccc2)n(C)c1=O | nt | nt | -96 | 726 | i | 0.9 | nt | nt | nt | -0.2% | 2% | nt
CN(C)c1ncc(S(=O)(=O)c2ccccc2)c(N)n1 | -7 | -7 | -12 | 646 | i | 0.4 | -8% | -1.2% | -15% | -0.5% | 10% | 1
COc1ccc(NS(=O)(=O)c2ccc(NC(=O)c3ccccc3Br)cc2)nn1 | -4 | -6 | 5 | 712 | i | 0.6 | 0% | -0.2% | -6% | 0.5% | -1% | 1.1
CCCc1nn(C)c(C(=O)Nc2ccc(CC)cc2)c1Cl | 8 | -10 | -27 | 719 | i | 0.3 | -8% | -0.5% | 4% | 1.7%[50 µM] | -2% | 1
Cc1ccc(CNc2ncc(-c3ccccc3)n2C)o1 | -8 | -15 | 0 | 661 | i | 0.3 | 6% | -3.3% | 12% | -1.5% | 2% | 1.1
Cc1ccc(SCCN2CCN(C)CCC2=O)cc1 | nt | nt | 15 | 693 | i | 1.3 | nt | nt | nt | 0.3% | 4% | nt
CNCc1ccccc1Sc1ccc(OC)cc1 | -4 | -5 | nt | nt | i | 1.2 | 6% | -1.3% | 6% | 0.4% | -4% | 1.1
CN(C)c1ccc(-n2cccc2/C=C/[N+](=O)[O-])cc1 | 9 | 16 | 17 | 766 | i | 0.2 | -8% | -1.1% | 20% | 0.4% | 9% | 1
O=C(c1cc(S(=O)(=O)N2CCOCC2)ccc1F)N1CCN(Cc2ccccc2)CC1 | 15 | 11 | -2 | 732 | i | 7.6 | 13% | -4.6% | 9% | 4.1% | -9% | 1.1
Cc1ccc(NC(=O)c2ccc(OC(=O)c3ccco3)cc2)cc1 | 4 | -10 | -15 | 743 | i | 4.5 | 6% | -3.8% | 6% | 1.1% | -3% | 1.1
S=C1SCN(CC2CC2)CN1CC1CC1 | nt | nt | 24 | 700 | i | 1.0 | nt | nt | nt | -2.1% | 4% | nt
CC(=O)c1ccc(NC(=O)N[C@@H](Cc2ccccc2)C(=O)O)cc1 | 8 | -10 | nt | nt | i | 3.8 | 3% | 0.8% | 6% | -1.6% | 4% | 1.1
COc1ccc(C2/C=C\CN(C(=O)Nc3ccccc3)CC(=O)N2Cc2ccc(F)cc2)cc1 (stereo unspecified) | nt | nt | -2 | 689 | i | 2.6 | nt | nt | nt | 0.7% | 6% | nt
CCCCN(CC)C(=O)CSc1nc2c(sc(=S)n2-c2ccc(OCC)cc2)c(=O)[nH]1 | 1 | -18 | 1 | 693 | i | 0.2 | -12% | 1.8% | -13% | -0.7% | 39µM* | 1.1
CCOc1cc(NC(=S)NCCCN2CCOCC2)c(OCC)cc1NC(=O)c1ccccc1C | -2 | 1 | 2 | 683 | i | 0.3 | 14% | -0.3% | 47% | 0.5% | 8% | 1
Cc1cccc(N(C(=O)c2snc(C(N)=O)c2N)C(C(=O)NCC2CCCO2)c2cccs2)c1 (stereo unspecified) | -9 | -12 | 0 | 681 | i | 0.1 | 14% | 2.9% | 3% | -0.5% | 15% | 1

Copied from the list:
Value of `CCCc1nn(C)c(C(=O)Nc2ccc(CC)cc2)c1Cl` in PMI inhibitors: -8%
Value of `Cc1ccc(SCCN2CCN(C)CCC2=O)cc1` in UTI89 phage lysis: 0.3%

Continued.
SMILES | WT yeast gro inh | WT yeast gro inh mutant strain | Hep lipid drop | Hep lipid drop cells 6.5 µM | Myeloid diff 2 | Myeloid diff 2 GFP+ MAC1+ % | PMI inhibitors | ER stress rescue | human PMI inhibitors | UTI89 phage lysis | M1AAP inhibition | TNAP activators
CCn1cc(C(=O)NC(C)C2CC3CCC2C3)cn1 (stereo unspecified) | -11 | 13 | 1 | 541 | i | 0.8 | 0% | -0.6% | 2% | 0.8% | 5% | 1.1
Cc1nc(=O)c(-c2ccccc2)c(C)n1Cc1ccccc1 | -13 | 6 | nt | nt | i | 8.7 | 7% | 2.8% | 7% | 2.4% | 6% | 1.1
C=CCNc1nc(Nc2ccc(OC)cc2OC)nc(OCC)n1 | 24 | 15 | -10 | 811 | i | 1.9 | 11% | 0.7% | 8% | 1.4% | -1% | 1
COc1cc2c(cc1OC)CN(Cc1cc(=O)n3c(-c4ccccc4)csc3n1)CC2 | 17 | 18 | -2 | 729 | i | 0.3 | -25% | -3.8% | 5% | 0.5% | -2% | 1.1
CC(C)(C)NC(=O)C(c1ccc(F)cc1)N(Cc1ccco1)C(=O)Cn1nnc(-c2cccs2)n1 (stereo unspecified) | -11 | -6 | -22 | 764 | i | 0.3 | 8% | -2.4% | 0% | -0.1% | 7% | 1.1
C=CCn1c(SCC(=O)N2CCCC2)nc2scc(-c3cccs3)c2c1=O | 2 | 24 | nt | nt | i | 1.8 | -3% | -1.0% | -8% | 0.4% | 11% | 1.1
COc1ccc(-c2[nH]ncc2CN(C)Cc2cnccn2)c(OC)c1 | -22 | 0 | 2 | 729 | i | 0.8 | -1% | -1.2% | -1% | 0.4% | -4% | 0.9
O=C(CCNC(=O)c1ccccc1)Nc1ccc(F)c(Cl)c1 | -4 | 6 | -8 | 566 | i | 0.0 | 10% | -0.8% | 0% | 0.0% | 4% | 1
O=C1CN(C(=O)COc2ccc(Br)cc2Br)c2ccccc2N1 | 7 | -3 | 2 | 744 | i | 0.1 | 10% | -1.2% | 22% | 0.1% | 0% | 1.1
COc1ccc(C)cc1NC(=O)CSc1ccc(Cl)cc1 | 20 | -18 | -18 | 631 | i | 0.1 | 25% | -3.2% | 12% | 2.3% | 4% | 1.1
CCOC(=O)CN1CC23C=CC(O2)C(C(=O)NC2CCCC2)C3C1=O (stereo unspecified) | 9 | -7 | -1 | 663 | i | 1.6 | 0% | -1.7% | -17% | 1.8% | 0% | 1.1
CCOc1cc(-c2noc(N)c2C(=O)OC)cc(OCC)c1OCC | -6 | 0 | nt | nt | i | 6.2 | 1% | -0.2% | -3% | 1.4% | 4% | 1.1
Cn1c(/N=C/c2cc(Cl)ccc2O)nc2ccccc21 | 7 | 5 | nt | nt | nt | nt | 26% | -1.1% | 49% | nt | -1% | 1.1
CC(=O)Oc1ccc(C)cc1N1C(=O)c2ccc(C(=O)O)cc2C1=O | -3 | 5 | nt | nt | i | 1.0 | -6% | -1.8% | -8% | 1.8% | 6% | 1.1
CCNC(=O)COC(=O)/C=C/c1cccc([N+](=O)[O-])c1 | -2 | -11 | -15 | 606 | i | 0.5 | 8% | 0.1% | 9% | -0.3% | 0% | 1
C=C(C)COc1ccc(-c2n[nH]c(C)c2-c2ccc(OC)cc2)c(O)c1 | 34 | 16 | nt | nt | i | 1.4 | 0% | -3.5% | -11% | -1.1% | 5% | 1.1
O=C(COc1cccnc1[N+](=O)[O-])N1CCN(C(=O)c2ccco2)CC1 | -20 | -5 | 14 | 707 | i | 0.2 | 58%* | -1.3% | 9% | 0.1% | 2% | 1.1
Cc1ccccc1NC(=O)/C=C/c1ccc([N+](=O)[O-])s1 | -6 | 6 | 9 | 700 | ? | nt | 4% | 3.0% | 8% | -1.6% | 2% | 1
O=C1CC(C(=O)Nc2ccc(F)cc2)S/C(=N\N=C\c2ccco2)N1 (stereo unspecified) | 5 | 11 | 0 | 686 | i | 0.9 | 2% | -1.2% | -3% | 2.9% | 12% | 1.3
CCC(NC(=O)Nc1nnc(C(F)(F)F)s1)(C(F)(F)F)C(F)(F)F | 40 | 42 | nt | nt | i | 0.3 | -6% | 4.7% | 1% | -0.2% | -2% | 1
